Compound activity (PubChem)
RXFP1 ag – agonists of human relaxin receptor RXFP1; HEK293T-RXFP1 cAMP TR-FRET, 30 min; response scale: percent of porcine relaxin response, buffer zero; Potency, µM (doses to about 57.5 µM), for the others: top-dose activation, usual class: activators; 370,000 tested, 0.3% active; AID 2676; further: on the % scale 0 is the no-effect control and ±100 the full control effect; nearly all actives have a fitted effect of over 60% in size; many of its hits are not listed in these tables
Target sequence (Q9HBX9 whole entry, looked up): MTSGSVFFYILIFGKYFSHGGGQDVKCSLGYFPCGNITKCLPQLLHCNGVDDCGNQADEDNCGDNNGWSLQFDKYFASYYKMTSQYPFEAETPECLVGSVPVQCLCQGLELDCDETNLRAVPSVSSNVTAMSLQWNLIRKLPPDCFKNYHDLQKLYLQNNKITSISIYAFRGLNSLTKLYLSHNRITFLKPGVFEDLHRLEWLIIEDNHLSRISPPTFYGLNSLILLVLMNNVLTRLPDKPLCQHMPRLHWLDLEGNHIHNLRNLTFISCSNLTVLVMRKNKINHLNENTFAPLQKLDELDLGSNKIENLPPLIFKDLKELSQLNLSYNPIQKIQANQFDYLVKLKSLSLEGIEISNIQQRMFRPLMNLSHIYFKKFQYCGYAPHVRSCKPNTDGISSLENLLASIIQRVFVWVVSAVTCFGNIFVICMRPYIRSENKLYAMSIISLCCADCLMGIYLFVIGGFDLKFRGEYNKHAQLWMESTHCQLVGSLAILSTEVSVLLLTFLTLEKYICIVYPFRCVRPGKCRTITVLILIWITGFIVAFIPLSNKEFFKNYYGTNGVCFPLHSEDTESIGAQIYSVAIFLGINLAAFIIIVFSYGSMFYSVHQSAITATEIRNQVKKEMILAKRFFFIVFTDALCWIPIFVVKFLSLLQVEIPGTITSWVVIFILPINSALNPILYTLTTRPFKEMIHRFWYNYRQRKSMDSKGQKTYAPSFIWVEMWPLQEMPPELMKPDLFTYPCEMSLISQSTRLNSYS
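HEK293 cells stably expressing RXFP1, treated 30 min at 37C with compounds plus PDE4 inhibitor Ro 20174; cAMP measured by HTRF TR-FRET. Normalized to buffer and 29 nM porcine relaxin; EC50 by Hill fit.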
RGS4 inh – inhibitors of human regulator of G protein signaling 4 | Transcreener GDP fluorescence polarization, RGS4-accelerated GTP hydrolysis | Potency, µM (highest dose often 114 µM), without a hit: at the highest dose activity change, negative = inhibition, most hits filed as inhibitors | 390,000 tested, 0.039% active; further: on the % scale 0 is the no-effect control and ±100 the full control effect; nearly all actives have a fitted effect of over 75% in size; some results filed as inactive show a strong effect at the top dose
Target sequence (P49798 whole entry, looked up): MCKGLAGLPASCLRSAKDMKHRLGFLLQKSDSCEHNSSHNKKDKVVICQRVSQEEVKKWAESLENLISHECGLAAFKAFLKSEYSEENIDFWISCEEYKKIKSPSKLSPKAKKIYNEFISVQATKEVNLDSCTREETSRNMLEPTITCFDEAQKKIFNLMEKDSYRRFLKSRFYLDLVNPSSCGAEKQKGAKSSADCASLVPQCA
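MLSMR compounds (23 nl, pin-transferred) preincubated 10 min at room temperature with a 500nM (2x) first reagent, then RGS4 at 900nM (2x) plus Transcreener GDP mix added; fluorescence polarization (620/688 nm) read before and after 90 min at 30 °C.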
Vif-APOBEC3G blk – inhibitors of Vif-APOBEC3G interaction; Potency, µM (doses to about 46.1 µM), for the others: at the top dose activity, negative = active, usual class: inhibitors; HeLa A3G-eYFP + Vif (tagged APOBEC3G with the HIV-1 protein that degrades it), YFP fluorescence, overnight; Q9HC16; 410,000 tested, 0.076% active; AID 602310;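 further: on the % scale 0 is the no-effect control and ±100 the full control effect; nearly all actives have a fitted effect of over 60% in size; hits raise eYFP signal because A3G escapes Vif-driven loss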
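HeLa cells stably expressing Vif and C-terminally eYFP-tagged A3G, seeded overnight at 37 deg C, then exposed to compound by pintool overnight at 37 deg C. Rise in yellow fluorescence (Ex 488/Em 500-530, Acumen) marks blocked Vif-driven A3G degradation.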
mIDH1 inhibitor – blocks human mutant IDH1 R132H enzyme; Potency, µM (top dose mostly 76.6 µM), for the others: at the highest dose activity change, negative = inhibition, actives largely listed as inhibitors; 390,000 tested, 0.093% active; IDH1-R132H enzyme, NADPH consumption, diaphorase/resazurin fluorescence; AID 602179; further: on the % scale 0 is the no-effect control and ±100 the full control effect; nearly all actives have a fitted effect of over 65% in size
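IDH1-R132H (0.5 ug/mL) preincubated 30 min with compound, then NADPH (0.016 mM) and alpha-KG (2 mM) added; 80 min at RT, pH 7.5. Remaining NADPH coupled via diaphorase/resazurin to fluorescence (540/590 nm); concentration-response curves normalized to no-enzyme control.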
12-LOX inh – blocks human arachidonate 12S-lipoxygenase; 580,000 tested, 1.1% active; P18054; purified 12hLO, xylenol orange hydroperoxide absorbance; Potency, µM (series often up to 108 µM), inactives show at the highest dose activity change, negative = inhibition, actives largely listed as inhibitors; further: on the % scale 0 is the no-effect control and ±100 the full control effect
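Purified human 12hLO (150 nM final) in 25 mM Hepes, 0.01% Triton X-100, pH 7.0 was preincubated 15 min at room temperature with compound. Then 40 uM arachidonic acid was added, 30 min. Hydroperoxide was read by Fe-XO absorbance ratio 573/405 nm.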
Vif-A3F inh – blocks the Vif interaction with APOBEC3F. HeLa A3F-eYFP + Vif (tagged APOBEC3F with the HIV-1 protein that degrades it), YFP fluorescence increase. Potency, µM (top dose mostly 46.1 µM), for the others: at the highest dose activity, negative = active. 390,000 tested, 0.2% active. AID 602313; further: % of control where 0% means no effect; nearly all actives have a fitted effect of over 65% in size
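HeLa cells stably expressing A3F-eYFP plus Vif, plated and incubated overnight at 37 deg C, then exposed to compounds overnight at 37 deg C. Blocked degradation read as raised yellow fluorescence (Ex 488/Em 500-530).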
USP1 inh – inhibitors of human USP1/UAF1 deubiquitinase | O94782 | recombinant USP1/UAF1, Ub-Rhodamine cleavage fluorescence | Potency, µM (series often up to 57.1 µM), without a hit: at the highest dose activity change, negative = inhibition, actives largely listed as inhibitors | 390,000 tested, 0.23% active | AID 743255; further: on the % scale 0 is the no-effect control and ±100 the full control effect; nearly all actives have a fitted effect of over 60% in size; inactives centre near -12
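1 nM enzyme complex + cpd, 15 min RT; start with Ub-Rho 150nM final; kinetic fluorescence ex 480/em 540, 6 reads q60 s. Buffer 50mM HEPES pH 7.8, 0.5mM EDTA, 0.1 mg/ml BSA, 1mM TCEP, 0.01% Tween-20.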
rTrxR1 inhibitor – rat TrxR1 inhibition; O89049; recombinant rTrxR1, NADPH fluorescence consumption, selenite substrate; Potency, µM (highest dose often 114 µM), for inactives: top-dose activity change, negative = inhibition, hits mostly inhibitors; 390,000 tested, 1% active; AID 588453; further: on the % scale 0 is the no-effect control and ±100 the full control effect; nearly all actives have a fitted effect of over 65% in size
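Rat TrxR1 (90 nM in the dispensed reagent) was pre-reduced with 400 uM NADPH for 5 min at room temperature, then incubated with compound for 15 min. After 400 uM selenite was added, NADPH fluorescence (Ex 340/Em 450 nm) was followed for 8 min.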
TrxR1 substrate – is turned over as a substrate by rat TrxR1. purified TrxR1 substrate turnover, NADPH consumption readout. 390,000 tested, 0.01% active. Potency, µM (top dose mostly 114 µM), for inactives: at the highest dose activity change, negative = substrate turnover; further: on the % scale 0 is the no-effect control and ±100 the full control effect; nearly all actives have a fitted effect of over 50% in size
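Rat TrxR1, dispensed at 90 nM, was prereduced with 400 uM NADPH (final) for 5 min at ~22 deg C, then incubated with compound 15 min before 400 uM selenite. A first-read NADPH fluorescence drop versus no-compound background flagged substrates.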
The depositor's hits bear a star; ? = inconclusive; · = no result given; & = joins results of further samples; [ ] = another dose, or the depositor's remark. The call rests on the fitted dose curve; in most records, active means well fitted curve in the direction sought with a large enough effect; inconclusive means small, poorly fitted or top-dose-only effect, or another doubt; inactive means no such curve, though single readings can be large; an effect the other way counts as inactive or inconclusive. Potency means the concentration at half of the fitted maximal effect. This is a subset; the hit share may differ from the screen's.

Screens in order – RXFP1 ag, RGS4 inh, Vif-APOBEC3G blk, mIDH1 inhibitor, 12-LOX inh, Vif-A3F inh, USP1 inh, rTrxR1 inhibitor, TrxR1 substrate
CC(=O)Nc1ccc(-c2csc(Nc3ccc(S(N)(=O)=O)cc3)n2)cc1
  0.4%, -24%, 1%, 6%, -8%, -1%, -6%, 17%[57.1 µM], -7%[57.1 µM]
Cc1ccccc1OCC(=O)NNC(=O)c1cc(S(=O)(=O)N(C)C)ccc1N1CCCC1
  -1.3%, -11%, 2%, -1%, 5%, 2%, -6%, -7%, -10%
O=C(NCCc1ccccc1)c1c(O)c2cccc3c2n(c1=O)CC3
  2.2%, 25%, 0%, -1%, 8%, 5%, 2%, 13%[57.1 µM], 15%[57.1 µM]
CC(C)(C)NC(=O)CN1C(=O)/C(=C/c2ccccc2)SC1=S
  -0.9%, -21%, 5%, 4%, -1%, 8%, -15%, 1%[57.1 µM], -6%[57.1 µM]
CCn1cc(C(=O)NCc2ccco2)c(=O)c2cc(S(=O)(=O)N3CCc4ccccc4C3)ccc21
  2.1%, -45%, 0%, 3%, -9%, 1%, -10%, ?, -7%
CCS(=O)(=O)c1ncc(N(Cc2cccc(F)c2)Cc2ccco2)c(C(=O)Nc2ccccc2Cl)n1
  1.1%, 11%, 0%, -8%, -5%, -4%, -3%, 29%, 6%
CCOc1ccc(CCNS(=O)(=O)c2ccc3c(c2)NC(=O)CO3)cc1OCC
  -0.6%, 13%[56.9 µM], 4%, -24%, -4%, -1%, -6%, ?, 1%
O=C(NCCCN1CCOCC1)c1c(O)c2cc(Br)cc(Br)c2[nH]c1=O
  2.0%, -1%, 2%, 5%, ·, ·, -12%, -9%, -2%
CC(=O)N1CCN(c2ccc(Nc3ncnc4c3oc3ccccc34)cc2)CC1
  0.4%, -35%, 0%, 13%, ?, 7%, -5%, -24%, -16%
Cc1cccc(-n2c(C)cc(C)c(C#N)c2=O)c1
  0.4%, 13%, 3%, 8%, 7%, 5%, -5%, 23%, -5%[57.1 µM]
Cc1ccc(Cn2ncc3c(NCCCN4CCOCC4)ncnc32)cc1
  0.6%, 2%, -5%, -1%, 13%, -1%, -10%, -12%, -8%
N#Cc1cccc(Nc2c3c(nc4ccccc24)CCC3)c1
  2.9%, 5%, -1%, 0%, 1%, -1%, -16%, 0%, -2%
O=S1(=O)CCN2C(Cc3ccc(SC(F)F)cc3)=CSC2=N1
  -0.6%, -1%, 1%, 1%, 0%, 2%, 0%, 11%, -5%
O=C(OCc1cc2ccccc2[nH]c1=O)c1ccccn1
  2.8%, -14%, 1%, 1%, 0%, 5%, -5%, 9%[57.1 µM], 3%[57.1 µM]
O=C(CSc1ncn[nH]1)Nc1ccc(S(=O)(=O)N2CCCC2)cc1
  1.0%, -18%, 0%, -7%, 19%, 1%, 3%, -6%[57.1 µM], 0%[57.1 µM]
O=C(NC(=S)Nc1cccnc1Cl)c1ccc(Cl)cc1
  -0.3%, ?, 2%, 7%, ?, ?, -16%, ?, 5%
Cc1ccc(-n2nnnc2SCC(=O)Nc2ccc(N3CCN(C)CC3)cc2)c(C)c1
  1.0%, 13%, 4%, -5%, -28%, 0%, -15%, 19%, -4%
Cc1[nH]c2ccccc2c1/C=C/C(=O)c1ccccc1
  -0.2%, -2%, ?, 4%, -10%, 28µM*, -23%, -3%, -4%
COc1ccccc1Oc1ccc(Oc2ccccc2OC)cc1
  0.8%, -27%, -7%, -12%, 0%, -2%, -21%, 19%, 1%
O=C(c1ccccc1)N1CCC(c2nc3c(nnn3Cc3ccco3)c(=O)[nH]2)CC1
  0.0%, 16%, 1%, -4%, -14%, 0%, -2%, 5%, 1%
CC(C)CCN1CCN(C2CCN(c3ccccc3)CC2)CC1CCO (configuration not stated)
  1.2%, 10%, 1%, 4%, -4%, -5%, -8%, 17%, 3%
COC(=O)c1ccc(CSC2=NC[C@@H]3[C@@H]4C(=O)N(C)C(=O)[C@@H]4[C@](C)(C(=O)OC)N23)cc1
  ·, -12%, -4%, 5%[38.3 µM], -39%, 0%, -20%, 21%, 6%
CSc1ccc(CCNC(=O)CN2C(=O)COc3ccc(S(=O)(=O)N4CCCC4)cc32)cc1
  -0.4%, 13%, 2%, 10%, -12%, 5%, -4%, 11%, -7%
CCOc1ncccc1C(=O)OCCCC(=O)c1ccc(Br)cc1
  -0.7%, -14%, 0%, -9%, 1%, -7%, -13%, 46%, 3%
O=C(Cc1nc2ccccc2[nH]1)c1ccc(Cl)cc1
  0.0%, -11%, -6%, 1%, ?, -22%, -14%, 19%[57.1 µM], -1%[57.1 µM]
COC(=O)c1ccc(Oc2nc3ccccc3n3c(C)nnc23)cc1
  ·, -27%[56.9 µM], 3%, -15%, -2%, -6%, -9%, 30%[57.1 µM], 10%[57.1 µM]
COc1ccc(NC(=O)CSc2nc(-c3ccc(OC)cc3)[nH]c2-c2ccc(OC)cc2)cc1
  0.4%, -15%, 0%, 10%, -2%, -9%, -4%, 8%, 1%
NS(=O)(=O)c1ccc(Cl)c(C(=O)Nc2ccccc2[N+](=O)[O-])c1
  2.8%, 13%, -3%, -1%, -23%, 7%, -13%, 14%[57.1 µM], 7%[57.1 µM]
Nc1ncc(Br)cc1S(=O)(=O)NCCC(=O)N1CCN(c2ccccn2)CC1
  2.6%, -9%, -1%, 6%, -14%, -8%, -10%, 0%[57.1 µM], 10%[57.1 µM]
Cc1ccccc1C(C)NS(=O)(=O)c1ccc2c(c1)OCCO2 (configuration not stated)
  ·, 12%, -1%, -3%, 0%, -9%, -6%, 6%, -5%
O=C(O)c1cc(N2C(=O)C3C4C=CC(C4)C3C2=O)ccc1N1CCOCC1 (configuration not stated)
  0.5%, 2%, 0%, 1%, -8%, 8%, -13%, 19%[57.1 µM], 5%[57.1 µM]
COCc1nnc(NC(=O)C(C)C)s1
  -0.7%, 6%, -2%, 8%, 443%[activator], 6%, 5%, 5%[57.1 µM], 8%[57.1 µM]
CN1CCN(C2=NC(=O)/C(=C/c3ccccc3OS(=O)(=O)c3ccccc3)S2)CC1
  3.1%, -35%, -1%, -6%, 65%[activator], -5%, -6%, -30%, ?
OC(CN1CCN(c2ccccc2F)CC1)c1ccc(F)cc1 (configuration not stated)
  5.4%, -1%[56.9 µM], -1%, 6%, 21%, 1%, -13%, 12%, 7%
COC(=O)C(Cc1ccccc1)NS(=O)(=O)c1ccccc1Br (configuration not stated)
  0.0%, -29%&5%, -5%&2%, -8%, -1%, -2%, ?, -5%, 3%
CCOC(=O)C1=C(C)NC(=O)NC1/C=C/c1ccccc1OC (configuration not stated)
  0.1%, 26%, -6%, 0%, 0%, 3%, 4%, 19%[57.1 µM], 4%[57.1 µM]
CN1C(=O)c2ccccc2N(C)C1c1ccccc1Cl (configuration not stated)
  -1.4%, -38%, -4%, -8%, 4%, -31%, -19%, 11%[57.1 µM], 90%[activator][57.1 µM]
Nc1ccccc1S(=O)(=O)NC1=NCCCCC1
  1.4%, 3%, 1%, 11%, 4%, 3%, -10%, ?, -3%
Cc1c(-c2ccccc2Cl)nc2ccccc2c1C(=O)O
  1.3%, 4%, 0%, 14%, -187%, 3%, -25%, 9%[57.1 µM], 5%[2.29 µM]
CC(=O)N1CCN(C(=O)CNC(=O)c2ccc(C)s2)CC1
  ·, 6%, 0%, 11%, -14%, 0%, -5%, -7%, -6%
Fc1ccccc1CNC(=S)NC1CCCCC1
  8.7%, -11%, -1%, -4%, ·, -8%, -29%, 7%, 2%
O=C(c1cccc(S(=O)(=O)N2CCCC2)c1)N(Cc1ccco1)C1CCS(=O)(=O)C1 (configuration not stated)
  1.6%, 4%, 2%, -3%, 12%, -9%, -21%, 4%[57.1 µM], 0%[57.1 µM]
CCN(CC)CCN(C(=O)c1ccc(C(=O)OC)cc1)c1nc2ccc(Cl)cc2s1
  1.4%, 7%, -1%, -13%, ?, 0%, -17%, 13%, -1%
CC(C)(C)C(=O)Nc1ccc(F)cc1[N+](=O)[O-]
  2.1%, 2%, -1%, 14%, 201%[activator], 5%, -21%, 19%, -5%
Cc1cc(NC(=O)CSc2nnc(-c3ccc(O)cc3)o2)no1
  2.0%, 12%, -11%, 6%, 31%[activator], -2%, -22%, 2%, 1%
NC(=O)C1CCN(C(=O)c2cccc(S(=O)(=O)N3CCc4ccccc4C3)c2)CC1
  -1.5%, -10%, 2%, -5%, 1%, -11%, -5%, 11%[57.1 µM], 8%[57.1 µM]
COc1ccc(N2CCN(C(c3ccc(F)cc3)c3sc4nc(-c5ccco5)nn4c3O)CC2)cc1 (configuration not stated)
  -0.9%, 18%, 1%, -8%, -27%, 2%, ?, 12%[57.1 µM], 0%[57.1 µM]
Cc1ccc2nc(SCC(=O)N3CCCCCC3)nc(=O)n2c1
  13%, -23%, -6%, -9%, -12%, -1%, -15%, 1%[57.1 µM], 0%[57.1 µM]
Cc1c(S(=O)(=O)Nc2ccc(Br)cc2)c(=O)n(C)c(=O)n1C
  2.0%, 11%, 4%, 0%, 7%, 0%, -21%, 18%[57.1 µM], 7%[57.1 µM]
Cc1onc(-c2ccccc2)c1-c1ccc(S(N)(=O)=O)cc1
  2.7%, -5%, 0%, -9%, -11%, 7%, -23%, -15%, -11%
